Tau ThT inhib: tau fibrillization inhibition (ThT binding); P10636; recombinant tau K18 P301L, heparin-induced fibrillization, ThT fluorescence; Potency, µM (highest dose often 57.4 µM), for the others: top-dose activity, negative = inhibition, actives largely listed as inhibitors; 270,000 tested, 2.1% active; AID 1460; further: on the % scale 0 is the no-effect control and ±100 the full control effect; nearly all actives have a fitted effect of over 55% in size
Target sequence (P10636 561-689 P618L limits assumed): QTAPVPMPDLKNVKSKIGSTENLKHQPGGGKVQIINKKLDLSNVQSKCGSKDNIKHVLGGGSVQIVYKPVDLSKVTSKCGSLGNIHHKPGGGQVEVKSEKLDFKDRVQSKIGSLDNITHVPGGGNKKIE
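ThT emission at 510 nm, taken 1 hr after adding 30 uM dye, quantifies aggregates formed when 20 uM heparin acts on human tau K18 P301L for 6 hr at 37 C.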
TexasRed fluor: counter-screen for TRb-SRC2 inhibitors: fluorescence interference. AID 1479. 280,000 tested, 0.29% active. TRb/SRC2 Texas Red total fluorescence interference. Potency, µM (titrated, usually from 106 µM), without a hit: at the top dose fluorescence change, negative = quenching; active means well fitted curve in either direction with a large enough effect; inconclusive means small, poorly fitted or top-dose-only effect; further: on the % scale 0 is the no-effect control and ±100 the full control effect
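Flags fluorescent or light-absorbing compounds by total fluorescence, S + 2P, at 555 nm excitation and 632 nm emission. Mixture: 20 nM Texas Red SRC2 peptide, 0.6 uM human TRb LBD, 1 uM T3, 5% DMSO; compound exposure 5 h at ambient temperature.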
HTT cytoprotect: Huntington cell model cytoprotection by ATP luminescence. AID 1471. Potency, µM (series often up to 56.4 µM), without a hit: cytoprotection (ATP increase), hits mostly activators. PC12 HTT-Q103 induced, cytoprotection, ATP luminescence, 40 h. 230,000 tested, 0.14% active;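 further: % of control where 0% means no effect; nearly all actives have a fitted effect of over 45% in size; toxic huntingtin expression switched on by the ecdysone agonist tebufenozide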
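Compounds were screened for protection of PC12 cells against cell death after tebufenozide induction (100 nM final) of mutant Huntingtin exon 1 (Q103) fused to GFP.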
Tau fluor cs: counter-screen for tau fibril formation inhibitors; Potency, µM (doses to about 57.7 µM), for inactives: top-dose activity change, negative = decrease; 280,000 tested, 0.93% active; AID 1463; tau K18 P301L Alexa594 fluorescence, heparin fibrillization; further: on the % scale 0 is the no-effect control and ±100 the full control effect; nearly all actives have a fitted effect of over 55% in size
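Human tau K18 P301L (15 uM unlabeled, 0.24 uM Alexa 594-labeled) in 100 mM sodium acetate pH 7 with 20 uM heparin, 6 hr at 37 C. ThT 30 uM added, 1 hr ambient; Alexa 594 FP and total fluorescence read at 555/632 nm.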
TRb-SRC2 inh: disrupts binding of human TR beta to SRC2; P10828; Potency, µM (titrated, usually from 106 µM), without a hit: top-dose activity change, negative = inhibition, hits mostly inhibitors; TRbeta-SRC2 peptide binding, fluorescence polarization; receptor liganded with 1 µM T3; 280,000 tested, 0.065% active;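 further: plate controls were bound peptide for no effect and peptide without receptor for full effect; nearly all actives have a fitted effect of over 50% in size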
Target sequence (P10828 whole entry, looked up): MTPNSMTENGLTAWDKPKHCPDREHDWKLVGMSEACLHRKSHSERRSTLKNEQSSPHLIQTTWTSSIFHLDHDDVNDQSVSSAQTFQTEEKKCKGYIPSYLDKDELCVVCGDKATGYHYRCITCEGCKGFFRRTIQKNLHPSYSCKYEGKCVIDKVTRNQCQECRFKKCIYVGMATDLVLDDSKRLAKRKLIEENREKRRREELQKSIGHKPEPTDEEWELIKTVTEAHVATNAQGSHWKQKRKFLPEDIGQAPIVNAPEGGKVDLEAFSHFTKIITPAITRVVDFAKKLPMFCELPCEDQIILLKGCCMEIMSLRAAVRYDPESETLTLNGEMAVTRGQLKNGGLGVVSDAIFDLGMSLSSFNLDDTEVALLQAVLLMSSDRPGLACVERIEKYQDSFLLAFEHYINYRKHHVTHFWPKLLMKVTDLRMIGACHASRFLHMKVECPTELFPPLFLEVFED
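Fluorescence polarization of 20 nM Texas Red SRC2 peptide with 0.6 uM human TRb ligand-binding domain, in Tris buffer with 1uM T3 and 5% DMSO. Incubated 5 hr ambient; normalized to unbound and bound controls.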
L3MBTL1 block: L3MBTL1 (human) inhibition; AlphaScreen L3MBTL1–H3K9me1 peptide binding; Potency, µM (top dose mostly 57.1 µM), inactives show at the highest dose activity, negative = inhibition, hits mostly inhibitors; 230,000 tested, 0.66% active; further: on the % scale 0 is the no-effect control and ±100 the full control effect; nearly all actives have a fitted effect of over 60% in size
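AlphaScreen proximity signal between nickel-chelate acceptor and streptavidin donor beads (final 10 ug/mL) reports binding of 50 nM L3MBTL1 to 75 nM biotin-H3 K9me1 peptide; complex incubated with compounds 30 min at room temperature; cefsulodin titration as control.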
RECQ1 helicase: inhibitors of human RECQ1 DNA helicase. P46063. RECQ1 DNA unwinding, red fluorescence kinetic read. Potency, µM (doses to about 57.3 µM), for the others: at the highest dose activity, negative = inhibition, hits mostly inhibitors. 240,000 tested, 0.54% active. AID 2549;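 further: plate controls were vehicle for no effect and no enzyme for full effect; nearly all actives have a fitted effect of over 30% in size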
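50 nM RECQ1T1 preincubated 15 min with compound in Tris pH 8.0 buffer with MgCl2, DTT, Tween-20 and 2.5 ug/ml poly(dI-dC); started with 200 nM TAMRA/BHQ-2 forked duplex and 2 mM ATP. Unwinding read as fluorescence (525/598 nm), two reads 2 h apart.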
Tau fibril FP: blocks human tau fibril formation measured by polarization. P10636. K18 P301L tau heparin fibrillization, Alexa594 FP, 6 h. Potency, µM (series often up to 57.7 µM), without a hit: top-dose activity, negative = inhibition, most hits filed as inhibitors. 280,000 tested, 0.39% active. AID 1468; further: on the % scale 0 is the no-effect control and ±100 the full control effect; nearly all actives have a fitted effect of over 55% in size
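K18 P301L tau (15 uM unlabeled/0.24 uM Alexa 594-labeled, final) + compound + heparin 20 uM final; 100 mM NaOAc pH 7; 6 hr 37 C; ThT 30 uM final added, 1 hr RT; FP ex 555/em 632 nm.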
Starred values were filed as active, the others as inactive; i = inactive; ? = inconclusive; nt = not tested or not shown; & = joins results of further samples; [ ] = another dose, or the depositor's remark. Unless noted, the call rests on the fitted dose curve; in most records, active means well fitted curve in the direction sought with a large enough effect; inconclusive means small, poorly fitted or top-dose-only effect, or another doubt; inactive means no such curve, though single readings can be large; an effect the other way counts as inactive or inconclusive. Potency means the concentration at half of the fitted maximal effect. Only part of the results is shown (hit frequency here may not be typical).

Start of the data: the first 10 records, to show the layout:
No.	Molecule	Tau ThT inhib	TexasRed fluor	HTT cytoprotect	Tau fluor cs	TRb-SRC2 inh	L3MBTL1 block	RECQ1 helicase	Tau fibril FP
1	Cc1ccc(OCC(=O)n2cnnc2N)c(C)c1	-11%	-2%	22%	-8%	-16%	-18%[11.4 µM]	18%	-4%
2	COc1ccccc1CNC(=O)c1ccccc1OC	-8%	2%	-8%	-4%	-5%	nt	i	-2%
3	C/C(=N\Nc1ccc(Cl)cc1)c1ccccn1	?	-1%	7%	?	4%	nt	0%	1%
4	N#Cc1ccccc1NC(=O)Nc1cccc(Cl)c1	-1%	-1%	0%	0%	-5%	nt	17%	-3%
5	O=C(Cc1cn2ccsc2n1)Nc1nc2c(s1)CCCC2	-2%	-3%	-22%	2%	-10%	-10%	-3%	-6%
6	COc1ccc(C(=O)N/C(=C\c2ccco2)C(=O)NC2CCS(=O)(=O)C2)cc1 (configuration not stated)	-11%	-1%	-17%	-5%	0%	nt	0%	3%
7	COc1ccc2cc(C3(C)NC(=O)N(CC(=O)NCCC4=CCCCC4)C3=O)ccc2c1 (configuration not stated)	-18%	-3%	9%	-16%	-4%	nt	-5%	-2%
8	O=C1C2C3C=CC(C3)C2C(=O)N1c1cccc(-c2nc3ccccc3o2)c1 (configuration not stated)	-6%	-1%	-1%	-12%	-2%	nt	2%	-5%
9	C=CCOc1nc(N(C)C)nc(N(C)C)n1	-8%	-3%	12%[0.074 µM]	2%	-7%	3%	i	0%
10	COC(=O)[C@@H]1C[C@@H]2CC[C@@H](O)C[C@@H]2N1Cc1ccc(N2CCN(C)CC2)cc1	-11%&2%	-2%&-3%	-42%[inhibitor]	-17%&12%	-5%&4%	nt	-1%	1%&4%

This part in full (from the top)
No.	Molecule	Tau ThT inhib	TexasRed fluor	HTT cytoprotect	Tau fluor cs	TRb-SRC2 inh	L3MBTL1 block	RECQ1 helicase	Tau fibril FP
1	Cc1ccc(OCC(=O)n2cnnc2N)c(C)c1	-11%	-2%	22%	-8%	-16%	-18%[11.4 µM]	18%	-4%
2	COc1ccccc1CNC(=O)c1ccccc1OC	-8%	2%	-8%	-4%	-5%	nt	i	-2%
3	C/C(=N\Nc1ccc(Cl)cc1)c1ccccn1	?	-1%	7%	?	4%	nt	0%	1%
4	N#Cc1ccccc1NC(=O)Nc1cccc(Cl)c1	-1%	-1%	0%	0%	-5%	nt	17%	-3%
5	O=C(Cc1cn2ccsc2n1)Nc1nc2c(s1)CCCC2	-2%	-3%	-22%	2%	-10%	-10%	-3%	-6%
6	COc1ccc(C(=O)N/C(=C\c2ccco2)C(=O)NC2CCS(=O)(=O)C2)cc1 (configuration not stated)	-11%	-1%	-17%	-5%	0%	nt	0%	3%
7	COc1ccc2cc(C3(C)NC(=O)N(CC(=O)NCCC4=CCCCC4)C3=O)ccc2c1 (configuration not stated)	-18%	-3%	9%	-16%	-4%	nt	-5%	-2%
8	O=C1C2C3C=CC(C3)C2C(=O)N1c1cccc(-c2nc3ccccc3o2)c1 (configuration not stated)	-6%	-1%	-1%	-12%	-2%	nt	2%	-5%
9	C=CCOc1nc(N(C)C)nc(N(C)C)n1	-8%	-3%	12%[0.074 µM]	2%	-7%	3%	i	0%
10	COC(=O)[C@@H]1C[C@@H]2CC[C@@H](O)C[C@@H]2N1Cc1ccc(N2CCN(C)CC2)cc1	-11%&2%	-2%&-3%	-42%[inhibitor]	-17%&12%	-5%&4%	nt	-1%	1%&4%
11	CC1(C)CC(=O)C=C(NCc2ccco2)C1	-8%	1%	7%[10 µM]	-8%	6%	nt	-8%	-5%
12	CCO[C@@H]1OC(C(=O)N2CCN(Cc3ccccc3)CC2)=C[C@H](C)[C@H]1CCCO	-16%	2%	-4%[10 µM]	-7%	-6%	59%	-7%	-5%
13	COc1ccc(S(=O)(=O)N2CCC(O)(c3cccnc3)CC2)cc1OC	-7%	-2%	-21%	-4%	-4%	nt	-5%	-9%
14	CC(C)CC(NC(=O)C(NC(=O)C1OC2OC(C)(C)OC2C2OC(C)(C)OC12)C(C)C)C(=O)O (configuration not stated)	-9%	-2%	6%[10 µM]	-10%	-5%	3%	-3%	-7%
15	CCOc1ccccc1NC(=O)Cn1c(=O)n(-c2cccc(C)c2)c(=O)c2c1c1cc(OC)ccc1n2C	-10%	1%	nt	-12%	-2%	nt	nt	1%
16	Cc1cccc(N2CCN(C(=O)C3CCCN(S(=O)(=O)c4cccc5nsnc45)C3)CC2)c1C (configuration not stated)	-12%	-2%	nt	-19%	-3%	nt	nt	-14%
17	CNc1ccc(NC(C)=O)cc1[N+](=O)[O-]	-18%	0%	0%[10 µM]	-4%	3%	-2%	2%	-4%
18	NNC(=O)c1n[nH]c(=O)c2ccccc12	nt	-1%	-5%[10 µM]	-6%	2%	nt	-2%	0%
19	CCN1C(=O)/C(=C2\Sc3ccccc3N2CC)OC1=S	-4%	-3%	35%[10 µM]	-8%	0%	3%	-1%	-1%
20	COC(=O)C1=C(C(C)=O)C(c2ccc(C)cc2)n2nnnc2N1 (configuration not stated)	-15%	1%	-2%	-9%	9%	nt	0%	-2%
21	CCOCCCNC(=O)c1c(NC(=O)c2cc(=O)c3cc(C)c(C)cc3o2)sc2c1CCC2	?	12%	nt	-12%	3%	nt	nt	7%
22	Cn1cccc1/C=N/n1cnnc1	-4%	1%	8%	-7%	7%	nt	-12%	-1%
23	CN1CCN(C(=O)/C(C#N)=C/c2ccc(F)cc2)CC1	-9%	-3%	-16%	-4%	-7%	13%	1%	7%
24	CC1(C)CC(=O)c2cn3ncnc3nc2C1	-4%	-1%	11%	1%	-19%	1%	-5%	-4%
25	COC(=O)c1ccccc1NC(=O)NCCc1c(C)nn(C)c1C	-1%	-1%	nt	1%	3%	nt	nt	-2%
26	CC(=O)c1ccc(Cc2ccccc2)cc1	-3%	-2%	-16%	-2%	2%	nt	-5%	2%
27	Cc1ccc(N=Cc2cc(Br)cc(Cl)c2O)cc1	18µM*	-4%	-13%	-11%	0%	nt	i	?
28	Cc1c(-c2ccccc2)sc2nc[nH]c(=S)c12	-5%	-5%	-31%	-5%	-2%	6%	-13%	1%
29	Cc1ccc(OCC(=O)N(Cc2ccccc2)C(C)(C)C)c([N+](=O)[O-])n1	-5%	-2%	0%[1.9 µM]	-9%	6%	8%	-3%	4%
30	O=C(COc1cccc([N+](=O)[O-])c1)N/N=C/c1ccco1	?	0%	nt	-4%	-2%	-11%	i	-2%
31	O=C(Nc1ccc2c(c1)OCO2)NC1CCN(Cc2ccccc2)CC1	-2%	-3%	-19%[0.074 µM]	-5%	-15%	-14%	-2%	-2%
32	Cc1ccc(/C=C/C(=O)Nc2ccccc2C(N)=O)o1	-10%	-3%	nt	-8%	4%	nt	nt	-1%
33	Cc1ccsc1C=Nc1c(C)n(C)n(-c2ccccc2)c1=O	-16%	-10%	-9%[0.074 µM]	-8%	-5%	nt	-7%	4%
34	CCOC(=O)C1CCCN(c2ncnc3c2nnn3C)C1 (configuration not stated)	-9%	0%	nt	-3%	0%	nt	nt	-4%
35	COc1cc(S(=O)(=O)N(C)C)ccc1F	-7%	-2%	10%[10 µM]	-5%	0%	13%	i	-10%
36	COc1cc(C(=O)NC(=S)Nc2ccc(NC(=O)c3ccco3)cc2)cc(OC)c1OC	-16%	-2%	-6%[10 µM]	-4%	2%	5%	-2%	?
37	CC1CN(C(=O)Nc2ccc3snnc3c2)c2ccccc21 (configuration not stated)	-17%	-1%	-22%	-29%	0%	-4%	-8%	4%
38	Cc1ccc(NC(=O)Cc2cn3ccsc3n2)nc1	-4%	0%	6%	1%	5%	nt	i	-3%
39	CCOC(=O)C1CCCCN1Cc1cccc(OC)c1OC (configuration not stated)	-3%	-4%	6%[10 µM]	-7%	2%	nt	i	3%
40	CCOc1ccc(S(=O)(=O)c2cn(CC)c3ccc(F)cc3c2=O)cc1	3%	-2%	nt	-4%	-3%	nt	nt	-11%
41	CCOc1ccc(CCNC(=O)Cn2nc(C)c3c(C)n(-c4ccccc4)nc3c2=O)cc1OCC	11%	0%	nt	3%	-1%	nt	nt	0%
42	CC(C)c1cc(C(=O)Nc2cc(Br)ccc2O)no1	-18%	1%	25%	?	2%	nt	2%	-1%
43	NC(=O)CSc1nc2ccc([N+](=O)[O-])cc2[nH]1	?	-3%	-27%	-16%	-1%	nt	-1%	0%

Three entries already listed, ordered by heavy-atom count, ascending.
No.	Molecule	Tau ThT inhib	TexasRed fluor	HTT cytoprotect	Tau fluor cs	TRb-SRC2 inh	L3MBTL1 block	RECQ1 helicase	Tau fibril FP
42	CC(C)c1cc(C(=O)Nc2cc(Br)ccc2O)no1	-18%	1%	25%	?	2%	nt	2%	-1%
30	O=C(COc1cccc([N+](=O)[O-])c1)N/N=C/c1ccco1	?	0%	nt	-4%	-2%	-11%	i	-2%
39	CCOC(=O)C1CCCCN1Cc1cccc(OC)c1OC (configuration not stated)	-3%	-4%	6%[10 µM]	-7%	2%	nt	i	3%

High-throughput results (PubChem)
